High-throughput results from PubChem.
TrxR1 inh – rat TrxR1 inhibition. recombinant rTrxR1, NADPH fluorescence consumption, selenite substrate. O89049. Potency, µM (titrated, usually from 114 µM), for the others: at the highest dose activity change, negative = inhibition, most hits filed as inhibitors. actives 1% (n = 390,000); also: % is scaled to controls: 0 for no effect and ±100 for the full control effect; nearly all actives have a fitted effect of over 65% in size
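Rat TrxR1 (90 nM in the dispensed reagent) was pre-reduced with 400 uM NADPH for 5 min at room temperature, then incubated with compound for 15 min. After 400 uM selenite was added, NADPH fluorescence (Ex 340/Em 450 nm) was followed for 8 min.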
mIDH1 inhibitor – blocks human mutant IDH1 R132H enzyme; O75874; IDH1-R132H enzyme, NADPH consumption, diaphorase/resazurin fluorescence; Potency, µM (titrated, usually from 76.6 µM), without a hit: at the top dose activity change, negative = inhibition, most hits filed as inhibitors; actives 0.093% (n = 390,000); also: % is scaled to controls: 0 for no effect and ±100 for the full control effect; nearly all actives have a fitted effect of over 65% in size
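IDH1-R132H (0.5 ug/mL) preincubated 30 min with compound, then NADPH (0.016 mM) and alpha-KG (2 mM) added; 80 min at RT, pH 7.5. Remaining NADPH coupled via diaphorase/resazurin to fluorescence (540/590 nm); concentration-response curves normalized to no-enzyme control.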
USP1 inh – USP1/UAF1 (human) deubiquitinase inhibition | O94782 | recombinant USP1/UAF1, Ub-Rhodamine cleavage fluorescence | Potency, µM (highest dose often 57.1 µM), for inactives: top-dose activity change, negative = inhibition, hits mostly inhibitors | actives 0.23% (n = 390,000) | AID 743255; also: % is scaled to controls: 0 for no effect and ±100 for the full control effect; nearly all actives have a fitted effect of over 60% in size; inactives centre near -12
Target sequence (O94782 whole entry, looked up): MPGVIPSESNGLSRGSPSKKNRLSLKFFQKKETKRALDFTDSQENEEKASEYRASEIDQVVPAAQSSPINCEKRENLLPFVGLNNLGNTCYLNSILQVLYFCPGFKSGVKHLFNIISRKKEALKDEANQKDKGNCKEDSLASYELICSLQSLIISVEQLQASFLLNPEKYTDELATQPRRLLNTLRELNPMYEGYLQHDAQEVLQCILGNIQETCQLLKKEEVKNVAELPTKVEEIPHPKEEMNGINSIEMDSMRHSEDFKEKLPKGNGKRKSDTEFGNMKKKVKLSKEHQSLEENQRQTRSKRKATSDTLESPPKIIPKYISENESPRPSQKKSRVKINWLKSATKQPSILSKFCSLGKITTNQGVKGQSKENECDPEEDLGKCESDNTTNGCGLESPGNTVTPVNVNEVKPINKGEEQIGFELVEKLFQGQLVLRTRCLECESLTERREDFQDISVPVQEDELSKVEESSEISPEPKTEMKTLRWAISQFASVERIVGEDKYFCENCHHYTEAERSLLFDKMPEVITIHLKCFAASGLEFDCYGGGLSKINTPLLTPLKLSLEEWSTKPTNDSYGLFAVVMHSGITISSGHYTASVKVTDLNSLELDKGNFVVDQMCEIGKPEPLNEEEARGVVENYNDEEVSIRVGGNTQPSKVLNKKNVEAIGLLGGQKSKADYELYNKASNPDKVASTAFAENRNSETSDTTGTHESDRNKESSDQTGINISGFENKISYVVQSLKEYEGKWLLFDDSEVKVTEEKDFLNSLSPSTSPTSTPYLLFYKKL
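USP1/UAF1 complex (1 nM) preincubated 15 min at room temperature with compound, then Ub-Rho substrate (150 nM final) added. Kinetic fluorescence at 480/540 nm over 6 reads at 60 s intervals; 50 mM HEPES pH 7.8, 0.5 mM EDTA, 0.1 mg/ml BSA, 1 mM TCEP, 0.01% Tween-20.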
ALOX12 inh – inhibitors of human 12S-lipoxygenase ALOX12. AID 1671190. purified 12hLO, xylenol orange hydroperoxide absorbance. actives 1.1% (n = 580,000). Potency, µM (top dose mostly 108 µM), for inactives: at the highest dose activity change, negative = inhibition, actives largely listed as inhibitors; also: % is scaled to controls: 0 for no effect and ±100 for the full control effect
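Hydroperoxide product was detected by ferrous iron/xylenol orange as the 573 to 405 nm absorbance ratio. Arachidonic acid at 40 uM (final) was turned over for 30 min at room temperature by 150 nM human 12hLO, pH 7.0 Hepes buffer, after 15 min compound preincubation.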
Vif-A3G inh – inhibitors of Vif-APOBEC3G interaction; actives 0.076% (n = 410,000); Potency, µM (titrated, usually from 46.1 µM), for inactives: at the highest dose activity, negative = active, usual class: inhibitors; HeLa A3G-eYFP + Vif (tagged APOBEC3G with the HIV-1 protein that degrades it), YFP fluorescence, overnight;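 also: % is scaled to controls: 0 for no effect and ±100 for the full control effect; nearly all actives have a fitted effect of over 60% in size; hits raise eYFP signal because A3G escapes Vif-driven loss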
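HeLa cells stably expressing Vif and C-terminally eYFP-tagged A3G, seeded overnight at 37 deg C, then exposed to compound by pintool overnight at 37 deg C. Rise in yellow fluorescence (Ex 488/Em 500-530, Acumen) marks blocked Vif-driven A3G degradation.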
Vif-APOBEC3F blk – blocks the Vif interaction with APOBEC3F; HeLa A3F-eYFP + Vif (tagged APOBEC3F with the HIV-1 protein that degrades it), YFP fluorescence increase; Potency, µM (doses to about 46.1 µM), for inactives: at the top dose activity, negative = active; AID 602313; actives 0.2% (n = 390,000); also: % of control where 0% means no effect; nearly all actives have a fitted effect of over 65% in size
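HeLa cells stably expressing Vif plus C-terminally eYFP-tagged A3F were seeded, incubated overnight at 37 deg C, dosed with compound, incubated overnight again at 37 deg C. Yellow fluorescence (Ex 488/Em 500-530) reported blocked Vif-mediated A3F-eYFP degradation.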
TrxR1 substrate – rat thioredoxin reductase 1 substrate activity; O89049; purified TrxR1 substrate turnover, NADPH consumption readout; Potency, µM (titrated, usually from 114 µM), inactives show at the highest dose activity change, negative = substrate turnover; actives 0.01% (n = 390,000); AID 588456; also: % is scaled to controls: 0 for no effect and ±100 for the full control effect; nearly all actives have a fitted effect of over 50% in size
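Rat TrxR1, dispensed at 90 nM, was prereduced with 400 uM NADPH (final) for 5 min at ~22 deg C, then incubated with compound 15 min before 400 uM selenite. A first-read NADPH fluorescence drop versus no-compound background flagged substrates.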
RGS4 inh – human RGS4 inhibition. Potency, µM (highest dose often 114 µM), for inactives: at the top dose activity change, negative = inhibition, actives largely listed as inhibitors. AID 504845. Transcreener GDP fluorescence polarization, RGS4-accelerated GTP hydrolysis. actives 0.039% (n = 390,000). P49798; also: % is scaled to controls: 0 for no effect and ±100 for the full control effect; nearly all actives have a fitted effect of over 75% in size; some results filed as inactive show a strong effect at the top dose
Target sequence (P49798 whole entry, looked up): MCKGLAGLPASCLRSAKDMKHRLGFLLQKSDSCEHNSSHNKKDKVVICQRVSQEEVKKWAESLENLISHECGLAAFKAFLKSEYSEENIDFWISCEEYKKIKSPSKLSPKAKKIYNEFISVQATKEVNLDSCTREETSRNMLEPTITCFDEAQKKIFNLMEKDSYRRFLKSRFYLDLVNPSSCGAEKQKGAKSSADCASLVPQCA
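MLSMR compounds (23 nl, pin-transferred) preincubated 10 min at room temperature with a 500nM (2x) first reagent, then RGS4 at 900nM (2x) plus Transcreener GDP mix added; fluorescence polarization (620/688 nm) read before and after 90 min at 30 °C.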
RXFP1 ag – agonists of human relaxin receptor RXFP1. Q9HBX9. HEK293T-RXFP1 cAMP TR-FRET, 30 min; response scale: percent of porcine relaxin response, buffer zero. Potency, µM (doses to about 57.5 µM), without a hit: at the highest dose activation, hits mostly activators. actives 0.3% (n = 370,000). AID 2676; also: % is scaled to controls: 0 for no effect and ±100 for the full control effect; nearly all actives have a fitted effect of over 60% in size; many of its hits are not listed in these tables
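cAMP rise read by TR-FRET after 30 min, 37C compound exposure (up to 58 uM) in RXFP1-transfected HEK293 cells with Ro 20174 present. EC50 from Hill-equation fits, with 29 nM porcine relaxin as 100% and buffer as basal.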
Active calls of the source: *; [ ] = dose if it differs, or a comment. Calls follow the shape of the dose curve; as a rule, active = well fitted curve in the direction sought with a large enough effect; inconclusive = small, poorly fitted or top-dose-only effect, or another doubt; inactive = no such curve, though single readings can be large; an effect the other way counts as inactive or inconclusive. Potency is read from the fitted curve at half-maximal effect. A portion of the library; count on the stated rates, not on these rows.

O=C(NCc1ccc(Cl)s1)C1CCC(=O)N(CCc2cccc(F)c2)C1 (stereo not drawn) was read as TrxR1 inh 0%, mIDH1 inhibitor -6%, USP1 inh -7%, ALOX12 inh 25%, Vif-A3G inh 3%, Vif-APOBEC3F blk 1%, TrxR1 substrate -2%, RGS4 inh 39% and RXFP1 ag 1.8%.
For CCOc1ccccc1NC(=O)COC(=O)c1cc[n+]([O-])cc1 the results were TrxR1 inh 4%, mIDH1 inhibitor 0%, USP1 inh -17%, ALOX12 inh -6%, Vif-A3G inh -5%, Vif-APOBEC3F blk 2%, TrxR1 substrate 0%, RGS4 inh 7% and RXFP1 ag -3.7%.
COc1cc(CCC(=O)OCC(=O)Nc2ccc(Br)cc2F)cc(OC)c1OC was read as TrxR1 inh 6%, mIDH1 inhibitor 4%, USP1 inh -21%, ALOX12 inh -19%, Vif-A3G inh 0%, Vif-APOBEC3F blk -12%, TrxR1 substrate 5%, RGS4 inh 4% and RXFP1 ag 0.0%.
O=C(N/N=C/c1sc(N2CCOCC2)nc1-c1ccccc1)c1ccccc1Cl was read as TrxR1 inh 7%[57.1 µM], mIDH1 inhibitor 0%, USP1 inh -6%, ALOX12 inh 0%, Vif-A3G inh 1%, Vif-APOBEC3F blk 10%, TrxR1 substrate -3%[57.1 µM], RGS4 inh inconclusive and RXFP1 ag 0.3%.
Cn1c(-c2ccc(C=O)s2)nc2ccccc21 was read as TrxR1 inh inconclusive, mIDH1 inhibitor 12%, USP1 inh -15%, ALOX12 inh -27%, Vif-A3G inh 1%, Vif-APOBEC3F blk -14%, TrxR1 substrate 57%[activator], RGS4 inh 12% and RXFP1 ag 4.2%.
For CC(=O)c1ccc(NS(=O)(=O)Cc2ccccc2)cc1 the results were TrxR1 inh -1%, mIDH1 inhibitor 0%, USP1 inh -6%, ALOX12 inh 6%, Vif-A3G inh 1%, Vif-APOBEC3F blk -4%, TrxR1 substrate -10%, RGS4 inh -17% and RXFP1 ag 1.0%.
O=C(CCn1c(=O)c2ccccc2n(CC(=O)N2CCN(c3ccccc3)CC2)c1=O)NCc1ccco1 was read as TrxR1 inh 24%, mIDH1 inhibitor 5%, USP1 inh -16%, ALOX12 inh 18%, Vif-A3G inh 2%, Vif-APOBEC3F blk -1%, TrxR1 substrate 3%, RGS4 inh 2% and RXFP1 ag 0.3%.
Screening N/C(=N\OS(=O)(=O)c1cccc([N+](=O)[O-])c1)c1ccncc1 returned TrxR1 inh 4%[57.1 µM], mIDH1 inhibitor 2%, USP1 inh -18%, ALOX12 inh 2%, Vif-A3G inh -1%, Vif-APOBEC3F blk 2%, TrxR1 substrate 0%[57.1 µM], RGS4 inh -13% and RXFP1 ag -0.1%.
For CC(C)CC(=O)CN1C(=O)C2(OCCO2)c2ccccc21 the results were TrxR1 inh 5%, mIDH1 inhibitor 3%, USP1 inh -14%, ALOX12 inh 0%, Vif-A3G inh 0%, Vif-APOBEC3F blk 4%, TrxR1 substrate -2%, RGS4 inh -6% and RXFP1 ag 0.9%.
For O=C(Nc1cccnc1)c1ccc2ccccc2c1O the results were TrxR1 inh 9%[57.1 µM], mIDH1 inhibitor 30%, USP1 inh -18%, ALOX12 inh 13%, Vif-A3G inh -6%, Vif-APOBEC3F blk -3%, TrxR1 substrate 6%[57.1 µM], RGS4 inh 1% and RXFP1 ag 3.7%.
`COc1ccc(CCNC(=O)Cn2cnc3c(nnn3Cc3ccccc3F)c2=O)cc1OC` gave TrxR1 inh 11%, mIDH1 inhibitor -1%, USP1 inh -27%, ALOX12 inh -4%, Vif-A3G inh 0%, Vif-APOBEC3F blk -14%, TrxR1 substrate 7%, RGS4 inh 12% and RXFP1 ag 0.3%.
Screening CCOC(=O)N1CCc2c(sc3c2c(=O)n(CCc2ccccc2)c(=O)n3Cc2ccc(C)cc2C)C1 returned TrxR1 inh 8%, mIDH1 inhibitor 0%, USP1 inh -22%, ALOX12 inh -19%, Vif-A3G inh -2%, Vif-APOBEC3F blk -8%, TrxR1 substrate 1%, RGS4 inh -15% and RXFP1 ag 2.2%.
Screening CN1CCN(C(c2cccc(C(F)(F)F)c2)c2nnnn2Cc2ccccc2)CC1 (stereo not drawn) returned TrxR1 inh 11%, mIDH1 inhibitor 3%, USP1 inh -22%, ALOX12 inh -19%, Vif-A3G inh 0%, Vif-APOBEC3F blk -9%, TrxR1 substrate -5%, RGS4 inh -19% and RXFP1 ag -0.2%.
CCc1ccc(-c2nc(SCC(=O)NC3CC3)n[nH]2)cc1 was read as TrxR1 inh -8%[57.1 µM], mIDH1 inhibitor 4%, USP1 inh -20%, ALOX12 inh -11%, Vif-A3G inh 6%, Vif-APOBEC3F blk -3%, TrxR1 substrate -5%[57.1 µM], RGS4 inh -2% and RXFP1 ag 0.1%.
For COc1ccc(N2C(=O)c3ccccc3NC23CCCCC3)cc1 the results were TrxR1 inh 20%, mIDH1 inhibitor -3%, USP1 inh 3%, ALOX12 inh 3%, Vif-A3G inh 2%, Vif-APOBEC3F blk -1%, TrxR1 substrate 85%[activator], RGS4 inh 6% and RXFP1 ag 0.6%.
Screening Cc1cc(NC(=O)CSCC(=O)NCc2cccc(C(F)(F)F)c2)no1 returned TrxR1 inh 1%, mIDH1 inhibitor 3%, USP1 inh -14%, ALOX12 inh 2%, Vif-A3G inh -1%, Vif-APOBEC3F blk -29%, TrxR1 substrate -1%, RGS4 inh -16% and RXFP1 ag 0.2%.
For CC(=O)Nc1ccc(S(=O)(=O)N2CCN(C(=O)c3ncoc3-c3cccc(C)c3)CC2)cc1 the results were TrxR1 inh 27%[57.1 µM], mIDH1 inhibitor 12%, USP1 inh 0%, ALOX12 inh 1%, Vif-A3G inh 1%, Vif-APOBEC3F blk -1%, TrxR1 substrate 6%[57.1 µM], RGS4 inh 31% and RXFP1 ag -4.3%.
COc1ccc(NS(=O)(=O)c2ccc(Cl)c(NC(=O)c3cccnc3Cl)c2)cc1 was read as TrxR1 inh 29%, mIDH1 inhibitor 2%, USP1 inh -6%, ALOX12 inh -4%, Vif-A3G inh -3%, Vif-APOBEC3F blk -9%, TrxR1 substrate 1%, RGS4 inh 21% and RXFP1 ag -1.4%.
Screening COc1cc2c(cc1OC)-c1nnc(-c3cccs3)n1C(C)(C)C2 returned TrxR1 inh 16%, mIDH1 inhibitor 12%, USP1 inh -5%, ALOX12 inh -1%, Vif-A3G inh -4%, Vif-APOBEC3F blk -7%, TrxR1 substrate 40%[activator] and RGS4 inh 15%.
For COc1cccc(OC)c1C(=O)Nc1sc2c(c1C(N)=O)CCN(Cc1ccccc1)C2 the results were TrxR1 inh 6%[57.1 µM], mIDH1 inhibitor 1%, USP1 inh -13%, ALOX12 inh -5%, Vif-A3G inh -3%, Vif-APOBEC3F blk -2%, TrxR1 substrate 9%[57.1 µM], RGS4 inh 11% and RXFP1 ag 1.3%.
Cc1ccc(C)c(NC(=O)CN(C)C(=O)c2ccncc2)c1 was read as TrxR1 inh 12%, mIDH1 inhibitor -2%, USP1 inh -20%, ALOX12 inh 1%, Vif-A3G inh -1%, Vif-APOBEC3F blk 2%, TrxR1 substrate 0%, RGS4 inh 6% and RXFP1 ag 0.8%.
`CC(C)(C)NCc1cc2ccccc2[nH]c1=O` gave TrxR1 inh -7%, mIDH1 inhibitor 0%, USP1 inh -6%, ALOX12 inh 4%, Vif-A3G inh 1%, Vif-APOBEC3F blk 1%, TrxR1 substrate 2%, RGS4 inh -21% and RXFP1 ag -1.9%.
Screening Cc1c(Cl)cccc1NC(=O)CC1Sc2ccccc2NC1=O (stereo not drawn) returned TrxR1 inh 13%[57.1 µM], mIDH1 inhibitor 0%, USP1 inh -22%, ALOX12 inh 0%, Vif-A3G inh -4%, Vif-APOBEC3F blk 6%, TrxR1 substrate 3%, RGS4 inh inconclusive and RXFP1 ag -2.8%.
For Cc1sc2nc(SCc3nc4ccccc4[nH]3)n(Cc3ccco3)c(=O)c2c1C the results were TrxR1 inh -13%, mIDH1 inhibitor 3%, USP1 inh -4%, ALOX12 inh 10%, Vif-A3G inh -9%, Vif-APOBEC3F blk -1%, TrxR1 substrate -10%, RGS4 inh -5% and RXFP1 ag -1.5%.
Screening O=S(=O)(NCC(c1ccco1)S(=O)(=O)c1ccccc1)c1cc(F)ccc1F (stereo not drawn) returned TrxR1 inh -20%[57.1 µM], mIDH1 inhibitor 13%, USP1 inh -18%, ALOX12 inh 7%, Vif-A3G inh 7%, Vif-APOBEC3F blk -9%, TrxR1 substrate 3%[57.1 µM], RGS4 inh -6% and RXFP1 ag -0.1%.

As a short view, part of the list above:
Screening CN1CCN(C(c2cccc(C(F)(F)F)c2)c2nnnn2Cc2ccccc2)CC1 (stereo not drawn) returned TrxR1 inh 11%, mIDH1 inhibitor 3%, USP1 inh -22%, ALOX12 inh -19%, Vif-A3G inh 0%, Vif-APOBEC3F blk -9%, TrxR1 substrate -5%, RGS4 inh -19% and RXFP1 ag -0.2%.
CCc1ccc(-c2nc(SCC(=O)NC3CC3)n[nH]2)cc1 was read as TrxR1 inh -8%[57.1 µM], mIDH1 inhibitor 4%, USP1 inh -20%, ALOX12 inh -11%, Vif-A3G inh 6%, Vif-APOBEC3F blk -3%, TrxR1 substrate -5%[57.1 µM], RGS4 inh -2% and RXFP1 ag 0.1%.
